Dicer processing = blocks human Dicer maturation of pre-miR-21 | cat-ELCCA pre-miR-21 Dicer processing, chemiluminescence; stronger effect = higher value | z-score at 25 µM | 6% of 47,000 active | AID 1347074; in the data active = z-score above about 3, passing the limit was not always enough;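 also: plate controls were vehicle for no effect and no enzyme for full effect; higher signal means more uncleaved substrate so more Dicer inhibition; strong numbers were not always called active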
* marks the source's active call; other numbers are inactive results. The list is partial; the hit share may differ from the screen's.

smiles	Dicer processing
Cc1cc(S(=O)(=O)NC2C3(C)CCC(C3)C2(C)C)c(C)cc1Cl (configuration not stated)	-0.44
CC(=O)c1sc(N2CCOCC2)nc1C	-0.85
Cc1cc(-n2cc(Br)c(=O)[nH]c2=O)nc(-c2ccccc2)n1	1.8
O=S(=O)(Nc1ccc(F)c(Cl)c1)c1ccccc1Oc1ccc(Cl)cc1Cl	-0.21
COC(=O)c1sc(N2C(=O)c3oc4ccccc4c(=O)c3C2c2cccc(O)c2)nc1C (configuration not stated)	3.8*
COc1cc2c(cc1OC)C1c3ccccc3NC(=O)CN1CC2 (configuration not stated)	-0.18
COc1cc(C)c(Br)cc1S(=O)(=O)n1ccnc1C(C)C	0.34
Cc1ccc2nc(Nc3nc(-c4ccc(F)cc4)cc(=O)[nH]3)nc(C)c2c1	0.31
CSc1nccc(-c2ccc(S(=O)(=O)Nc3cccc(C(F)(F)F)c3)s2)n1	-0.37
Cc1nc2sc3c(NCc4ccccc4)ncnc3c2c2c1COC(C)(C)C2	-0.54
COC(=O)c1scc(C)c1NC(=O)CC1NCCNC1=O (configuration not stated)	1.9
O=C1NC(c2cc(Br)cs2)Nc2ccccc21 (configuration not stated)	-0.25
C=C1SC(Nc2cccc(C(F)(F)F)c2)=NC1(C)C	-1.3
CN(C(=O)Nc1ccccc1)n1cnc2ccsc2c1=O	5.4*
CCn1c2c(c3cc(OCc4ccccc4)ccc31)CCCC2=O	-0.44
Cc1ccccc1-c1nc2cc(NCc3cccs3)ccc2o1	8.2*
Cc1cc(C)n2nc(-c3ccccc3)cc2n1	-0.53
Cc1nc(N)[nH]c(=O)c1Cc1c(Cl)cccc1Cl	1.3
C=C(C)COc1ccc2oc(C)c(C(=O)OCC)c2c1	1
O=C(Cn1c(-c2ccccc2)cc(=O)n2ncnc12)N/N=C/c1ccc2c(c1)OCO2	-0.78

Structural class: those above containing a Cl atom
smiles	Dicer processing
Cc1cc(S(=O)(=O)NC2C3(C)CCC(C3)C2(C)C)c(C)cc1Cl (configuration not stated)	-0.44
O=S(=O)(Nc1ccc(F)c(Cl)c1)c1ccccc1Oc1ccc(Cl)cc1Cl	-0.21
Cc1nc(N)[nH]c(=O)c1Cc1c(Cl)cccc1Cl	1.3

The list goes on:
smiles	Dicer processing
Cc1ccc(CN2C(=O)c3oc4ccc(Br)cc4c(=O)c3C2c2cccc(O)c2)cc1 (configuration not stated)	-0.35
CSC(N)=NCc1ccco1	0
CC(=O)N(c1ccc(Br)cc1)C1SC(=O)N(c2ccccc2)C1=O (configuration not stated)	-0.57
Cc1ccc(Cc2c(C)[nH]c3[nH]n(-c4ccccc4)c(=O)c3c2=O)cc1	-0.56
CNC[C@H](O)c1cccc(O)c1	-0.43
COC(=O)c1nn(-c2ccccc2)c(=O)c2c(NC(C)=O)sc(C)c12	-1.5
CC(=O)c1c(C)nc(-c2ccc(C(F)(F)F)cc2)nc1SCc1ccccc1	-0.78
COC(=O)c1cnc(Sc2n[nH]c(-c3ccccc3)n2)c([N+](=O)[O-])c1	-0.35
O=C(O)c1c(-c2cccs2)nnc2ccccc12	-2
COCCN1CNc2c(c(=O)n(C)c(=O)n2C)C1	3.5*

2 of the compounds above, as labelled records.
structure: CC(=O)c1c(C)nc(-c2ccc(C(F)(F)F)cc2)nc1SCc1ccccc1
  Dicer processing: -0.78

structure: O=C(O)c1c(-c2cccs2)nnc2ccccc12
  Dicer processing: -2

Later entries
smiles	Dicer processing
O=C1c2ccccc2C2(c3cc(C(F)(F)F)cc(C(F)(F)F)c3)NCCN12 (configuration not stated)	-0.36
COc1ccc(C(=O)CCC(=O)CCC(=O)O)cc1	0.06
COc1ccc(CNc2ncn[nH]2)cc1OC	2.6
CNC(=S)N1CCN(c2ccccc2OC)CC1	4
Cn1c(SCC(=O)N=S(C)(=O)c2ccc(Cl)cc2)nnc1C(F)(F)F (configuration not stated)	-0.67
COCCOC(=O)C1=C(C)NC2=C(C(=O)CC(c3cccs3)C2)C1c1ccc(O)c(OC)c1 (configuration not stated)	2.5
O=C(NCc1ccco1)c1nn2c(c1Cl)NC(c1ccc(F)cc1)CC2C(F)(F)F (configuration not stated)	4.9*
C=CCC(N)(CC=C)c1ccc(C)cc1	-0.62
COC(=O)CSc1ncnc2c(C)csc12	-1.8
O=C1C(=O)N(c2cccnc2)C(c2ccc(F)cc2)/C1=C(\O)c1ccc(Cl)cc1 (configuration not stated)	-0.76

Quoted at random: 4 entries already listed
smiles	Dicer processing
Cn1c(SCC(=O)N=S(C)(=O)c2ccc(Cl)cc2)nnc1C(F)(F)F (configuration not stated)	-0.67
O=C(NCc1ccco1)c1nn2c(c1Cl)NC(c1ccc(F)cc1)CC2C(F)(F)F (configuration not stated)	4.9*
COC(=O)CSc1ncnc2c(C)csc12	-1.8
O=C1c2ccccc2C2(c3cc(C(F)(F)F)cc(C(F)(F)F)c3)NCCN12 (configuration not stated)	-0.36

The listing continues.
smiles	Dicer processing
O=c1c(-c2nc3ccccc3s2)coc2c(CN3CCCCC3)c(O)ccc12	0.4
CCOC(=O)N1CCC(Nc2nc(N3CCCC3)nc(N3CCCC3)n2)CC1	-0.12
Cc1ccc(-c2cc(C(F)(F)F)n3nc(C)c(C#N)c3n2)cc1	-0.4
CC(C)(C)C1CCc2c(sc(NC(=O)c3cccs3)c2C(=O)N2CCCC2)C1 (configuration not stated)	-1.3
Cc1nnc2sc(-c3cc(N)ccc3Cl)nn12	-2.1
O=C1NN=C2C3CCC4CC12CC1(C3)C(=O)NN=C41	-1.7
C=CCOC(=O)C1=C(C)Nc2nc3ccccc3n2C1c1ccc(OC)c(OC)c1 (configuration not stated)	-0.55
Cc1ccc(S(=O)(=O)N(C)CCOCCN(C)S(=O)(=O)c2ccc(C)cc2)cc1	-0.41
C=CCn1c(-c2cnn(-c3ccccc3)c2N)n[nH]c1=S	-1.1
CC(C)Cc1nc(SCC(=O)c2ccccc2)n[nH]1	-0.18
CN1C(=O)CS/C1=N/N=C/c1cn(-c2ccccc2)nc1-c1ccccc1	-1.3
CCOC(=O)c1cn2nc(Oc3ccc(C#N)cc3)ccc2n1	-0.96
Cc1ccc2c(c1)nnc1nnc(SCC(=O)O)n12	-1.3
COC(CNC(=S)NNC(=O)c1ccc(C)cc1)OC	-0.37
CCCn1c(=O)c(/C(N)=N/O)nn(-c2ccccc2)c1=O	-0.62
O=C(O)COCC(=O)Nc1cnccn1	1.4
N/C(=N\NC(=O)Nc1ccc(Cl)cc1)c1ccccn1	6.6
CSc1nc(C)nc(Sc2cccc(C(F)(F)F)c2)c1C#N	-1.8
Nc1c(C(=O)N/N=C/c2ccccc2)sc2nnc(-c3ccccc3)c(-c3ccccc3)c12	0.63
C=CCn1c(-c2sc3nc(C)cc(C)c3c2N)n[nH]c1=S	0.41
O=C1CCCC2=C1C(c1ccccc1F)c1c([nH]n(-c3ccccc3)c1=O)N2 (configuration not stated)	0.13
CCc1c(C(=O)OC)c2cc(NS(C)(=O)=O)ccc2n1S(C)(=O)=O	0.54
CC(C)(CCC(C)(C)N1C(=O)c2cccc3cccc(c23)C1=O)N1C(=O)c2cccc3cccc(c23)C1=O	2.2
CCC1(c2ccccc2)C(=O)NCNC1=O	-0.37
O=c1/c(=C/c2cccnc2)sc2nc(-c3ccccc3)c(-c3ccccc3)n12	-0.55
CN(C)/C=N/c1nnc(SCc2ccc(C(=O)Oc3c(F)cccc3F)cc2)s1	0.33
Cc1ncc(CSc2nc3ccc(C(F)(F)F)cc3[nH]2)c(CO)c1O	0.37
COc1cc2c3c(c1OC)-c1cc(OC(C)=O)ccc1CC3N(C(C)=O)CC2 (configuration not stated)	0.72
COC(=O)Cn1nnnc1-c1ccc(Cl)cc1	2.5
COc1ccc(/C(O)=C2\C(=O)C(=O)N(CCN(C)C)C2c2ccc(OC)c(OC)c2)cc1 (configuration not stated)	1.4
COc1ccc(C(=O)CSc2nc3ccccc3c(=O)[nH]2)cc1OC	0.25
O=S(=O)(c1cccc2nsnc12)N1CCN(C(c2ccccc2)c2ccccc2)CC1	-0.65
CN(C)c1scc(-c2ccccc2)c1C#N	15*
CC(=O)NC[C@H]1CN(c2ccc(N3CCOCC3)c(F)c2)C(=O)O1	0.52
COc1ccc2cc(-c3cc(C(F)(F)F)nc(N)n3)ccc2c1	0.55
CCOC(=O)c1c[nH]c2c(F)cccc2c1=O	-1.3
CCN(C(=S)Nc1ccc(OC)cc1)c1ccccc1	1.1
O=C1NN=C(c2ccccc2)/C1=C1\OC(c2ccccc2)=CS1	-3.6
CN(C(=O)Cn1c(-c2cncs2)nc2ccccc21)c1ccccc1	0.95
COC(=O)c1sccc1Oc1ccc(C(F)(F)F)cc1NC(=O)Nc1c(Cl)cc(Cl)cc1Cl	1.2
COc1ccc(CCNC(=O)C(Sc2ccccc2N)c2ccccc2)cc1OC (configuration not stated)	-0.97
CCOC(=O)C1=C(C)OC(N)=C(C#N)C1c1ccc(C(F)(F)F)cc1 (configuration not stated)	-1.2
CCc1c(C(=O)OC)nnc2cc(C)nn12	-1
O=C(NCC1CCCCN1)c1cc(OCC(F)(F)F)ccc1OCC(F)(F)F (configuration not stated)	-0.14
CNC(=S)Nc1cc(Cl)cc(Cl)c1	-0.46
CCOC(=O)c1nnc(-c2ccc(C(F)(F)F)cc2)o1	-0.29
Nc1ccc(C(=O)CC2(O)C(=O)Nc3ccc(Cl)cc32)cc1 (configuration not stated)	2.6
O=C(Nc1cccc2cccnc12)c1sc2ccccc2c1Cl	-1.4
Cc1cc2nc(NCCO)n(CCOc3ccccc3)c2cc1C	3.7
COC(=O)Cc1ccc2oc3ccccc3c(=O)c2c1	1.1

The list continues.
smiles	Dicer processing
CC(C)c1ccc(C2/C(=C(\O)c3ccccc3)C(=O)C(=O)N2Cc2cccnc2)cc1 (configuration not stated)	-0.43
O=C(NCc1ccco1)C1Sc2nnc(-c3ccccc3)n2NC1c1ccccc1 (configuration not stated)	-1.1
Clc1cc2nc3c(nc2cc1Cl)CCCC3	0.98
CC(C)S(=O)(=O)c1cnc(N)nc1N	0.82
CCOc1ccc2nc(NC3=NCN(CCN4CCOCC4)CN3)nc(C)c2c1	-0.56
CC(=O)Oc1ccc(C2C(C(=O)OC3CCCCC3)=C(C)NC3=C2C(=O)CCC3)cc1 (configuration not stated)	-0.36
O=C(CN1C(=O)c2ccccc2S1(=O)=O)NC1CC1	-0.69
O=S(=O)(Nc1ccc(O)cc1)c1ccc(F)cc1	-0.61
COC(=O)C(C)Oc1ccc2c(=O)c(-c3ccc(Cl)cc3)c(C(F)(F)F)oc2c1 (configuration not stated)	0.27
CN(C)NC(=S)Nc1cccc(C(F)(F)F)c1	-1.3
CC(C)OC(=O)n1c(=S)oc2ccccc21	0.74
CNC(=O)NC(=O)Cn1cnc2sc(-c3ccccc3)cc2c1=O	-0.76
Nc1ccc(Cl)cc1C(=O)NNC(=O)c1cccnc1Oc1ccccc1	-0.56
C(#Cc1cncc(-c2nc(-c3ccccc3)no2)c1)c1ccccc1	-0.76
COc1cc(CNCc2cccnc2)cc(Cl)c1OCc1cccs1	-0.35
CC(C)(C)C(=O)c1cn(CC(=O)O)c2ccccc12	0.33
CC(C)(C)c1ccc(N2C(=O)c3cc(Cl)c(Cl)cc3C2=O)cc1	0.77
O=C(NNC(=O)c1nc(-c2ccc(OC(F)(F)F)cc2)no1)c1ccc(C(F)(F)F)cc1	0.52
NC(=O)C1CCN(C(=O)/C=C/C(=O)O)CC1	0.65
CCNC(=O)NNc1c(Cl)cncc1Cl	-3.7
FC(F)(F)c1ccc(N2CCN(Cn3nnc4ccccc43)CC2)nc1	2.2
COc1cc(-c2ccccc2)nc(N)n1	2.1
O=C1NC(=S)C(Nc2ccccc2)S1 (configuration not stated)	2.4
Clc1ccc(-c2nnc(N3CCOCC3)o2)cc1Cl	-0.28
O=C(Nc1ccc(F)cc1F)c1nccnc1Oc1cccc(C(F)(F)F)c1	43
NC(=S)C1(c2ccc(Cl)cc2Cl)CC1	0.84
O=C(O)c1cc2cc([N+](=O)[O-])ccc2s1	0.05
NC1=NNC(=O)/C1=C\c1cc([N+](=O)[O-])ccc1N1CCOCC1	0.17
CSc1nnc(CCCO)n1-c1ccc(Cl)cc1Cl	0.04
CN(CCOC(=O)Nc1cc(Cl)cc(Cl)c1)c1cc(C(F)(F)F)nc2ccccc12	0.45
Cc1c(S(=O)(=O)Nc2ccc(N3CCCCC3)cc2)sc2ccc(Cl)cc12	1.9
CCOC(=O)C1CCN(C(=O)Nc2ccc(OCc3ccccc3)cc2)CC1	0.46
COc1cc(OC)cc(N2C(=O)C3CC=C(C)CC3C2=O)c1 (configuration not stated)	-2.2
C/C(=N\Nc1ncc(C(F)(F)F)cc1Cl)c1ccc(Oc2c(Cl)cncc2Cl)cc1	0.07
Cc1ccc(-c2nc3ccccc3[nH]2)cc1N	0.04
Cc1c(C(=O)N(Cc2ccccc2)C2CCS(=O)(=O)C2)oc2ccccc12 (configuration not stated)	1.1
Nc1cccc2[nH]c(-c3ccccc3)nc12	3.9*
Cc1cc(C)cc(OCCCCc2c(C)n[nH]c2C)c1	-0.87
CC1=C(C(=O)OC2CCCCC2)C(c2ccc(Cl)cc2)C2=C(CCCC2=O)N1 (configuration not stated)	-0.95
CCC[C@@H]1C[C@@H](C(=O)N[C@@H]([C@H]2O[C@H](SC)[C@H](O)[C@@H](O)[C@H]2O)[C@@H](C)O)N(C)C1	0.17
COC(=O)CSc1cc(C(F)(F)F)nc2cc(C(C)(C)C)nn12	-3.1
COC(=O)c1ccc(CS(C)(=O)=O)cc1	-0.14
